RAD54 branch: inhibitors of human RAD54 branch migration, primary screen, biochemical, fluorescence, single point; DNA repair and recombination protein RAD54-like (Homo sapiens), Q92698; RAD54 Holliday junction branch migration, FAM/BHQ fluorescence; inhibition, % at 10.4 µM; 360,000 tested, 0.14% active; AID 602329, 2012;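 active means mean normalized replicate activity at least 40 and at least half of replicates scoring 40 or more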;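 further: 0% = median of neutral control wells and 100% = median of positive control wells; inhibitors cause a drop in the FAM fluorescence signal; in these data hits start at about 50%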
Target sequence (Q92698 whole entry, looked up): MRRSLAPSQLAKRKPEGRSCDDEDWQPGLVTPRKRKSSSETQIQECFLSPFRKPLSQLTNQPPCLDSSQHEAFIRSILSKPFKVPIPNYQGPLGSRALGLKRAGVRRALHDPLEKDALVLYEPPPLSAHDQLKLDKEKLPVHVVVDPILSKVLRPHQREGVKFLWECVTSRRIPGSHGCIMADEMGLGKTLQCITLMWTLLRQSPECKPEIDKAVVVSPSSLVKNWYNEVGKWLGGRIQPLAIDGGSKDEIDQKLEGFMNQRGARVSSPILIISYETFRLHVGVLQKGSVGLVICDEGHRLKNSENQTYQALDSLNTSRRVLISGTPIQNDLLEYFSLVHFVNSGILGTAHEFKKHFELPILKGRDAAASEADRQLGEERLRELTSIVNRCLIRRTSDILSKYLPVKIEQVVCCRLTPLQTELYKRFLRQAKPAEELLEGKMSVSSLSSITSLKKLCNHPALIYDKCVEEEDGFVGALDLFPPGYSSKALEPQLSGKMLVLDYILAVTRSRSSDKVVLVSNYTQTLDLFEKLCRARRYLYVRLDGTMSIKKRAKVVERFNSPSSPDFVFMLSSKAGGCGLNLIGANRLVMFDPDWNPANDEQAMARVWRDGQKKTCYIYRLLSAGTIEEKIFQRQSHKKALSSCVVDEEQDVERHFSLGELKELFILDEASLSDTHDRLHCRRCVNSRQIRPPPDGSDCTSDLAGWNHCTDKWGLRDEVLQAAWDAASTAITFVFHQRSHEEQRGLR
INS-1E GSIS act: GLuc luminescence reporter in INS-1E cells, primary screen for activators of glucose-dependent secretion of insulin | INS-1E GLuc reporter insulin secretion, 2-3 h | activation, % at 16.6 µM | 370,000 tested, 0.61% active;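 active means lowest replicate activation of at least 40%, so every replicate reaches that level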;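 further: 0% = median of neutral control wells and 100% = median of IBMX positive control wells; some compounds called inactive have numbers as strong as hits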
Xi reactivation: activators of inactive X chromosome reactivation, primary screen, imaging, XiGFP fibroblasts, GFP high-content imaging, set 2. activation, % at 7.58 µM. XiGFP mouse fibroblasts, % GFP-positive cells imaging, 3 d; cells co-treated with 5-aza-dC sensitizer; scaled so ellipticine positive control = 100%. AID 743238, 2013. 360,000 tested, 0.055% active;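 active means mean normalized replicate activation at least 10% and every replicate at or above 10%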;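 further: 0% = median of on-plate neutral control wells and 100% = ellipticine 6 µM median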
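Material: XiGFP fibroblasts, SV40-immortalized. Buffer or medium: DMEM plus 5-aza-dC sensitizer. Compound: single concentration per compound, delivered by pin transfer. Times: 3 days compound exposure. Controls: ellipticine 6 µM.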
The depositor's hits bear a star.

Start of the listing, in advance:
SMILES | RAD54 branch | INS-1E GSIS act | Xi reactivation
COC(=O)c1cc(OC)c(OC)cc1NC(=S)Nc1cccc(C(C)=O)c1 | 4 | 7 | 0.0
CCOC(=O)C1CCCN(C2CC(=O)N(c3ccc(N4C(=O)CC(N5CCCC(C(=O)OCC)C5)C4=O)cc3)C2=O)C1 (configuration not stated) | -18 | -4 | 0.1
O=C(CSc1nc2ncccc2[nH]1)c1cccc([N+](=O)[O-])c1 | 7 | 2 | 0.1
CCOC(=O)/C(C(=O)Nc1ccccc1Br)=C1/NC(C)(C)Cc2ccccc21 | 3 | 11 | 0.0

The listing, repeating the preview:
SMILES | RAD54 branch | INS-1E GSIS act | Xi reactivation
COC(=O)c1cc(OC)c(OC)cc1NC(=S)Nc1cccc(C(C)=O)c1 | 4 | 7 | 0.0
CCOC(=O)C1CCCN(C2CC(=O)N(c3ccc(N4C(=O)CC(N5CCCC(C(=O)OCC)C5)C4=O)cc3)C2=O)C1 (configuration not stated) | -18 | -4 | 0.1
O=C(CSc1nc2ncccc2[nH]1)c1cccc([N+](=O)[O-])c1 | 7 | 2 | 0.1
CCOC(=O)/C(C(=O)Nc1ccccc1Br)=C1/NC(C)(C)Cc2ccccc21 | 3 | 11 | 0.0
Cc1cccc(Nc2nnc(SC/C(O)=C(\C#N)c3nc4ccccc4[nH]3)s2)c1 | 2 | -4 | 0.0
COc1ccc(C(=O)OCCCN(C)C)cc1OC | -6 | -1 | 0.3
COc1ccc(Nc2nc(N)nc(CSC(=S)N3CCC(C)CC3)n2)cc1 | 1 | 1 | 0.2
O=S(=O)(NCC(Nc1ccccc1)c1ccccc1)c1ccc(Cl)cc1 (configuration not stated) | -4 | -12 | 0.1
Cc1ccc(-c2cc(C(F)F)nc(NCc3cccs3)n2)cc1 | 2 | -17 | -0.1
Cc1sc2nc(C(C)C)nc(SCC(=O)N3c4ccccc4CC3C)c2c1C (configuration not stated) | -1 | 1 | 0.0
COc1cc2nc(CSc3nc(-c4ccc(F)cc4)cs3)[nH]c(=O)c2cc1OC | -2 | -17 | -0.2
COc1ccccc1NC(=S)N(Cc1ccccc1)Cc1ccccn1 | -4 | 11 | 0.0
CC1CC(C)CN(C(=O)COC(=O)CCc2nc3ccccc3c(=O)[nH]2)C1 (configuration not stated) | -27 | 13 | 0.1
Cc1ccc(S(=O)(=O)/N=C2\SC(CC(=O)Nc3ccc(F)cc3)C(=O)N2c2ccccc2)cc1 (configuration not stated) | 1 | -29 | 0.1
Cc1ccc(N/C=C2/Sc3ccccc3NC2=O)cc1 | -8 | 5 | 0.4
O=C(Nc1ccccc1Br)C1CCN(C(=O)Cc2ccccc2)CC1 | -19 | -14 | -0.1
Cc1nn(C)cc1CNC(=O)C1(C)CC1(Cl)Cl (configuration not stated) | -1 | -1 | 0.0
Cc1ccc(OCC(=O)N/N=C\c2cn(Cc3ccccc3)c3ccccc23)cc1C | -1 | 0 | -0.1
CCc1nnc(NC(=O)CN2C(=O)CCC2=O)s1 | -1 | -22 | 0.5
CN(C)CCNc1oc(/C=C/c2ccccc2)nc1C#N | 8 | 4 | 0.1
O=C(Nc1cccc(NC(=O)C2CC2)n1)C1CC1 | -1 | -11 | 0.2
Cc1cc(C)cc(OCC(=O)N2N=C(c3cccnc3)CC2(O)C(F)(F)F)c1 (configuration not stated) | -12 | -5 | 0.4
CCOC(=O)c1cn(Cc2ccc(Br)cc2)nn1 | -1 | -15 | -0.1
O=C(CCc1ccc(S(=O)(=O)N2CCOCC2)cc1)N/N=C/c1ccc(O)c(O)c1O | 7 | -13 | 0.5
Cc1nc2ccccn2c1C(=O)NN | 3 | 25 | -0.1
O=C(C[n+]1ccccc1)Nc1nc2ccccc2s1 | 9 | -10 | 0.0
CCc1cccc(CC)c1C(O)c1cccnc1 (configuration not stated) | 5 | 16 | -0.1
Cc1ccccc1/C=N/N1CCN(c2ccccc2)CC1 | 2 | 1 | 0.0
CC/C(=N\NC(=O)CSCc1ccccc1Cl)c1ccc2c(c1)OCCO2 | 3 | -8 | 0.3
Fc1ccc(CNC(=S)Nc2cccc(Cl)c2)cc1 | 4 | -28 | 0.1
COC(=O)c1c(NC(=O)Cn2cnc([N+](=O)[O-])n2)sc2c1CCC(C)C2 (configuration not stated) | -5 | 0 | 0.1
Cc1cc(C)n(CCC(=O)N/N=C/c2ccc(O)cc2O)n1 | -1 | 2 | 0.1
CN(Cc1ccccc1)c1nc(CN2CCOCC2)nc2scc(-c3ccccc3)c12 | 2 | -28 | 0.1
Cc1cccc(NC(=S)N/N=C2/CCCCc3ccccc32)c1 | 1 | 21 | 0.0
CCOC(=O)C1CCCN(C(=O)c2ccc([N+](=O)[O-])c(C)c2)C1 (configuration not stated) | 1 | 3 | 0.5
COc1ccc(C(=O)ON=C2C=C(C)C(=O)C(C)=C2)cc1 | 1 | -15 | 0.0
CCc1ccc(NC(=O)c2ccc(F)c(S(=O)(=O)N(CC)c3ccccc3)c2)cc1 | -2 | -26 | 7.4
CCOC(=O)c1ccc(NC(=S)Nc2cccc(C)n2)cc1 | -2 | 48* | 0.1
O=C(Cn1c(C(F)(F)F)nc2ccccc21)OCC(=O)c1c[nH]c2ccccc12 | 5 | -13 | 0.3
COc1ccc(C(=O)NCC(=O)N/N=C/C(C)=C/c2ccco2)cc1OC | -1 | 37 | 2.5

Taken from above:
Under Xi reactivation, COc1ccc(C(=O)ON=C2C=C(C)C(=O)C(C)=C2)cc1 has the entry 0.0
Under RAD54 branch, Cc1cccc(NC(=S)N/N=C2/CCCCc3ccccc32)c1 has the entry 1
Under INS-1E GSIS act, CC/C(=N\NC(=O)CSCc1ccccc1Cl)c1ccc2c(c1)OCCO2 has the entry -8
Under Xi reactivation, Cc1ccccc1/C=N/N1CCN(c2ccccc2)CC1 has the entry 0.0

Additional records
SMILES | RAD54 branch | INS-1E GSIS act | Xi reactivation
CSCCC(NC(=O)c1cccc(C)c1)C(=O)OCC(=O)NC(=O)c1cccn1C (configuration not stated) | -1 | 5 | 0.1
CCOC(=O)c1nn(-c2ccc(F)cc2)c2nc(-c3ccccc3)c(C#N)c(=O)n12 | 7 | 5 | 0.2
COc1ccc(C(=O)Nc2nc3c(s2)CCCC3)cc1S(=O)(=O)N1CCCc2ccccc21 | 12 | -6 | 0.3
Cc1[nH]c(=O)[nH]c(=O)c1S(=O)(=O)N1CCCC(C(=O)NCc2ccccc2Cl)C1 (configuration not stated) | -10 | 4 | 0.4
COC(=O)CC1C(=O)NCCN1C(=S)Nc1cc(C)cc(C)c1 (configuration not stated) | -14 | 25 | 0.0
CCOC(=O)/C(=C/c1ccc(F)cc1)NC(C)=O | 10 | 15 | -0.1
O=C(CSCc1ccccc1Br)N/N=C/c1ccc2c(c1)OCO2 | -22 | -22 | 0.0
O=C(CO/N=C/c1ccc(OC(F)F)cc1)NCc1cccs1 | -6 | -7 | -0.1
CCOc1ccc(CCNC(=O)c2ccc(CNS(=O)(=O)c3ccccc3)cc2)cc1OCC | -8 | -3 | 0.1
NC(=O)c1c(NC(=O)C2c3ccccc3Oc3ccccc32)sc2c1CCCCC2 | -3 | 7 | 0.0
Cc1ccccc1NC(=O)CNc1ccc(Cl)c(C(F)(F)F)c1 | -17 | -16 | 0.2
CC1(C)CC(=O)C(C=NCCN2CCN(C(=S)NC3CCCCC3)CC2)=C(O)C1 | 7 | 9 | 0.0
COc1cc(/C=N/NC(=O)c2ccc([N+](=O)[O-])cc2Cl)cc(Br)c1O | 3 | 23 | 0.2
Cc1ccc(NC(=O)CCNS(=O)(=O)c2cc(Br)cnc2N)cc1Cl | 8 | -14 | 0.0
COc1cc(/C=N/N2C(=O)C3C4c5ccccc5C(c5ccccc54)C3C2=O)ccc1O (configuration not stated) | 0 | -3 | 0.0
O=C(CN1C(=O)S/C(=C\C=C\c2ccccc2)C1=O)Nc1cccc(O)c1 | -1 | -36 | -0.1
Cc1cc(NC(=O)c2ccc(Cl)cc2)n(CCOC(=O)c2ccc(Cl)cc2)n1 | -10 | -36 | 0.2
CC(C)c1ccc(NCCC(=O)c2ccc(Br)cc2)cc1 | -11 | -3 | 0.2
C/C(CC(=O)Nc1ccc(N(C)C)cc1)=N\NC(=O)Cc1csc(N)n1 | -5 | -6 | 0.2
O=C(CCSCCc1ccccn1)Nc1ccc(Br)cc1F | -17 | 18 | -0.1

Another view of five compounds above:
Results follow in this order: RAD54 branch | INS-1E GSIS act | Xi reactivation
- Cc1ccc(NC(=O)CCNS(=O)(=O)c2cc(Br)cnc2N)cc1Cl
→ 8 | -14 | 0.0
- COc1cc(/C=N/N2C(=O)C3C4c5ccccc5C(c5ccccc54)C3C2=O)ccc1O (configuration not stated)
→ 0 | -3 | 0.0
- O=C(CN1C(=O)S/C(=C\C=C\c2ccccc2)C1=O)Nc1cccc(O)c1
→ -1 | -36 | -0.1
- Cc1cc(NC(=O)c2ccc(Cl)cc2)n(CCOC(=O)c2ccc(Cl)cc2)n1
→ -10 | -36 | 0.2
- CC(C)c1ccc(NCCC(=O)c2ccc(Br)cc2)cc1
→ -11 | -3 | 0.2

(cont.)
SMILES | RAD54 branch | INS-1E GSIS act | Xi reactivation
COc1ccc(OC)c(/C=N/NC(=O)CN2CCSCC2)c1 | 0 | 3 | 0.6
CCCCC1=C([O-])C2N=CC=CC2=[N+](c2ccccn2)C1=O (configuration not stated) | -4 | 17 | 0.1
COc1ccc([N+](=O)[O-])cc1NC(=O)CCCOc1ccccc1 | 0 | -6 | 0.1
COc1ccc(/C=C/C(=O)OCc2cc(=O)n3c(n2)sc2ccccc23)cc1 | -2 | -6 | 4.6
CCc1ccccc1NS(=O)(=O)c1ccc2c(c1)NC(=O)CC(=O)N2 | 4 | 7 | 0.1
Cc1cc(C)cc(NC(=O)C(c2ccccc2)N2CCCC2)c1 (configuration not stated) | 13 | -13 | 0.1
O=C(N/N=C/c1ccco1)C1CC1(c1ccccc1)c1ccccc1 (configuration not stated) | -1 | -24 | 0.0
O=C(N/N=C/c1ccncc1)C1C2CCCCCCC21 (configuration not stated) | 19 | 36 | 0.5
C=CCn1c(SCc2nc3cc(C(F)(F)F)ccc3c(=O)[nH]2)nc2sc(CC)cc2c1=O | -6 | -1 | 0.3
O=C(NCCN1CCOCC1)C1CCC(CNS(=O)(=O)c2ccccc2)CC1 (configuration not stated) | -3 | 10 | -0.1
C=CCn1c(SCc2nc3sc4c(c3c(=O)[nH]2)CCCC4)nc2ccccc2c1=O | -4 | 9 | 0.1
C/C(=N\NC(=O)c1ccn(C)n1)c1ccc(NC(=O)C2CCCC2)cc1 | 1 | 11 | 0.0
COc1ccc(/C=N/NC(=O)CSCc2ccc([N+](=O)[O-])cc2)cc1OC | -1 | 18 | 0.0
CN(C)S(=O)(=O)c1ccc2nnn(OCC(=O)NC34CC5CC(CC(C5)C3)C4)c2c1 | -13 | -7 | 1.0
C=C(C)C1CC=C(C)/C(=N/NC(=O)c2cccs2)C1 (configuration not stated) | 19 | -1 | 0.2
CC(/C=C1\SC(=S)N(CCCC(=O)Nc2ccc(C(=O)O)cc2)C1=O)=C\c1ccccc1 | 0 | -24 | 0.0
CC(C)(C)C(=O)N1CCC[C@@]1(CO)C(=O)O | 4 | 26 | 0.0
CC(=O)N1N=C(c2ccco2)CC1c1ccc(C)cc1 (configuration not stated) | -8 | 12 | 0.0
CCOC(=O)/C(C#N)=C/c1c(Oc2cc(C)cc(C)c2)nc2ccccn2c1=O | -10 | 43 | 0.1
Cc1cc(C)cc(N(CC(=O)Nc2ccc(-c3nc4ccc(C)cc4s3)cc2)S(C)(=O)=O)c1 | -4 | -17 | 0.7
CSc1nnc(-c2cc(C)on2)n1-c1ccccc1 | -23 | 7 | -0.1
CCCCC(=O)NCc1ccc(Cl)cc1 | -3 | 6 | -0.1
Cc1nn(C)c(C(=O)N2CCc3ccccc32)c1Br | 14 | 5 | -0.1
CCOC(=O)c1ccc(NC(=S)NCCC2=CCCCC2)cc1 | -8 | -36 | 0.2
NS(=O)(=O)c1cccc(NC(=O)CSc2nn(-c3ccccc3)c(=S)s2)c1 | -4 | 15 | 0.0

Screening data from PubChem.

A portion of the library. The share of hits here may be higher or lower than overall.
